# Assay outcomes as filed in PubChem BioAssay.
# NPYLR7 ag: agonists of mosquito NPYLR7 receptor, primary screen, cell-based, Aedes aegypti, calcium fluorescence, mosquito biting behavior; activation, % at 10 µM; HEK293T NPYLR7/Galpha15, GCaMP6s calcium fluorescence; hit rate 0.15% among 270,000; Aedes aegypti neuropeptide Y-like receptor 7 (NPYLR7); in the data active = activation above about 40%;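 note: 0% = vehicle and 100% = reference agonist at the receptor; some compounds past the cut are filed as inactive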
# mcGAS lum: cyclic GMP-AMP synthase inhibitors, mouse, primary biochemical chemiluminescence. recombinant cGAS, Kinase-Glo ATP depletion luminescence. Q8C6L5. AID 1259399, 2018. inhibition, % at 12.5 µM. hit rate 0.15% among 160,000;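 note: 0% = negative control wells and 100% = reference inhibitor with no enzyme activity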
# hcGAS lum: Primary biochemical luminescence assay for human cyclic GMP-AMP synthase inhibitors | Q8N884 | recombinant h-cGAS, ATP depletion, Kinase-Glo luminescence | inhibition, % at 12.5 µM | hit rate 0.081% among 290,000 | AID 1259398, 2018;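 note: 0% = vehicle reaction and 100% = reaction without DNA for no activity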
# Target sequence (Q8N884 whole entry, looked up): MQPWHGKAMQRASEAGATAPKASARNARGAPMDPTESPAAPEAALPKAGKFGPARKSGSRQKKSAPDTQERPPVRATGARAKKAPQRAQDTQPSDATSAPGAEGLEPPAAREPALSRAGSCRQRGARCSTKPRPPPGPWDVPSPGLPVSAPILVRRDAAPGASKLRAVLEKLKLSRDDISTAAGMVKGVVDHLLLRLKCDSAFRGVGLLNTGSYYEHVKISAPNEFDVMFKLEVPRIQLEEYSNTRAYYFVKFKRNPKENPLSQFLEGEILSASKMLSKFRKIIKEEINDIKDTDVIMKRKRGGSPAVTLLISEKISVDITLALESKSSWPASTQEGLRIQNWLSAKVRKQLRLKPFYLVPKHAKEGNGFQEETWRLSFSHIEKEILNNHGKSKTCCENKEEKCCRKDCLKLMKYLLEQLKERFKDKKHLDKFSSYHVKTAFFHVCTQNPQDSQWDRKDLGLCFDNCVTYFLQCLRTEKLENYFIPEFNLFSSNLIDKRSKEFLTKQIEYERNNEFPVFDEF
# * = called active by the depositor; / = not tested or not shown; & = joins results of further samples. Cut-off read from the data, not from the text of the source, unless noted: active = inhibition above about 40%; inactive = the rest.
# Start of the data: the first 20 compounds, to show the layout:
SMILES,NPYLR7 ag,mcGAS lum,hcGAS lum
CC(C)c1ccc(NC(=O)Cn2nnc(C(=O)NCc3ccccc3)c2N)cc1,7.8,-5.7,-10.9
O=C(NCC1CCCO1)c1csc(COc2cccc(C(F)(F)F)c2)n1 (stereo not given),2.1,-5.3,-3.1
CCOC(=O)C1CCCN(C(=O)c2cc(-c3ccc([N+](=O)[O-])cc3)nn2-c2ccc(Cl)cc2)C1 (stereo not given),-4.5,-3.7,1.7
O=C1NCCN(Cc2cccc(F)c2)C1CC(=O)N1CCC(Oc2cccc(F)c2)CC1 (stereo not given),/,-11.7,-7.6
CC(C)c1cccc2c1OCCCC2=O,24.3,/,3.2
O=C(NCCc1nc2ccccc2[nH]1)c1cc(-c2ccccc2)n(C2CCS(=O)(=O)C2)n1 (stereo not given),1.6,-7.0,-9.1
CCc1ccc(CN(CC)C2CCS(=O)(=O)C2)nc1 (stereo not given),/,-12.9,1.2
CCc1ccccc1NC(=O)Cn1ccn2nc(-c3ccccc3)cc2c1=O,6.4,-8.9,-9.0
O=C(O)c1ccc(-n2cccc2)cc1,-2.5,-2.9,0.0
CC(=NOCc1nnc(-c2cccs2)o1)c1cc2ccccc2o1,2.6,/,-5.5
Cc1ccc(CNC2CC(=O)N(Cc3ccccc3C(F)(F)F)C2)o1 (stereo not given),1.0,/,2.7
CC(=O)Nc1cccc(-c2ccccc2OC(C)C)c1,-5.3,-16.3,-4.6
CCC(Oc1ccccc1)C(=O)N1CCC2(CCCCC2)C1 (stereo not given),1.6,/,-1.3
CCCCN(C1CCS(=O)(=O)C1)S(=O)(=O)c1ccc(Br)cc1 (stereo not given),0.2,/,0.1
CCOCCC1(CNC(=O)C2CC(=O)N(C)C2)CCCC1 (stereo not given),1.3,/,11.3
O=C(O)CCc1nnc(-c2cccc(C(F)(F)F)c2)o1,-7.9,/,4.1
CC(C(=O)O)N1C(=O)C2CCCCC2C1=O (stereo not given),-4.8,/,-7.3
CCc1ccc2c(c1)sc(=NC(=O)CCS(=O)(=O)c1ccccc1)n2C,2.1,-6.4,-3.4
CN1CCCN(CC(=O)NCc2cccc(Oc3ccccc3)c2)CC1,0.5,-10.6,-1.7
COCCCNC(=O)c1nn(-c2ccc(OC)cc2)c(=O)n(Cc2cccc(OC)c2)c1=O,13.9,-5.0,-1.8

# This part in full, from the start:
SMILES,NPYLR7 ag,mcGAS lum,hcGAS lum
CC(C)c1ccc(NC(=O)Cn2nnc(C(=O)NCc3ccccc3)c2N)cc1,7.8,-5.7,-10.9
O=C(NCC1CCCO1)c1csc(COc2cccc(C(F)(F)F)c2)n1 (stereo not given),2.1,-5.3,-3.1
CCOC(=O)C1CCCN(C(=O)c2cc(-c3ccc([N+](=O)[O-])cc3)nn2-c2ccc(Cl)cc2)C1 (stereo not given),-4.5,-3.7,1.7
O=C1NCCN(Cc2cccc(F)c2)C1CC(=O)N1CCC(Oc2cccc(F)c2)CC1 (stereo not given),/,-11.7,-7.6
CC(C)c1cccc2c1OCCCC2=O,24.3,/,3.2
O=C(NCCc1nc2ccccc2[nH]1)c1cc(-c2ccccc2)n(C2CCS(=O)(=O)C2)n1 (stereo not given),1.6,-7.0,-9.1
CCc1ccc(CN(CC)C2CCS(=O)(=O)C2)nc1 (stereo not given),/,-12.9,1.2
CCc1ccccc1NC(=O)Cn1ccn2nc(-c3ccccc3)cc2c1=O,6.4,-8.9,-9.0
O=C(O)c1ccc(-n2cccc2)cc1,-2.5,-2.9,0.0
CC(=NOCc1nnc(-c2cccs2)o1)c1cc2ccccc2o1,2.6,/,-5.5
Cc1ccc(CNC2CC(=O)N(Cc3ccccc3C(F)(F)F)C2)o1 (stereo not given),1.0,/,2.7
CC(=O)Nc1cccc(-c2ccccc2OC(C)C)c1,-5.3,-16.3,-4.6
CCC(Oc1ccccc1)C(=O)N1CCC2(CCCCC2)C1 (stereo not given),1.6,/,-1.3
CCCCN(C1CCS(=O)(=O)C1)S(=O)(=O)c1ccc(Br)cc1 (stereo not given),0.2,/,0.1
CCOCCC1(CNC(=O)C2CC(=O)N(C)C2)CCCC1 (stereo not given),1.3,/,11.3
O=C(O)CCc1nnc(-c2cccc(C(F)(F)F)c2)o1,-7.9,/,4.1
CC(C(=O)O)N1C(=O)C2CCCCC2C1=O (stereo not given),-4.8,/,-7.3
CCc1ccc2c(c1)sc(=NC(=O)CCS(=O)(=O)c1ccccc1)n2C,2.1,-6.4,-3.4
CN1CCCN(CC(=O)NCc2cccc(Oc3ccccc3)c2)CC1,0.5,-10.6,-1.7
COCCCNC(=O)c1nn(-c2ccc(OC)cc2)c(=O)n(Cc2cccc(OC)c2)c1=O,13.9,-5.0,-1.8
CCN(CC1CCN(CCc2ccccc2C)CC1)C(=O)c1ccc(C(C)=O)cc1,/,-12.8,-11.5
Cc1ccnc(NC(=O)c2ccc3c(c2)CC(c2ccccc2)OC3=O)c1 (stereo not given),-4.4,/,-3.6
Cc1ccc(C(=O)Nc2c3c(nn2-c2cc(C)cc(C)c2)CSC3)cc1,-2.0,/,-8.5
CCc1ccc(C2CC(=O)Nc3c2c(C)nn3-c2ccc(Cl)nn2)cc1 (stereo not given),-13.5,-4.6,0.1
CC1(C)C2=C(CCCC2=O)OC(=N)C1C#N (stereo not given),38.4,/,-2.1
Cc1cccc(-c2ncc(CN3CCN(CCc4ccncc4)CC3)cn2)c1,12.1,/,-10.3
CC(C)(C)C(=O)NC(NC(=S)Nc1ccccc1O)C(Cl)(Cl)Cl (stereo not given),-12.3,/,-5.3
COc1ccc(NC(=O)Cn2c(-c3nnc(C)o3)cc3ccccc32)cc1,8.9,-7.1,-8.0
CCNC(=O)COC(=O)C1C(C(=O)OCC)=C(C)NC(C)=C1C(=O)OCC,0.2,-4.2,-1.3
COc1cccc2c1OCCCN(C(=O)c1cc(C3CC3)[nH]n1)C2,12.3,/,-4.4
Cc1c(C)c(C)c(S(=O)(=O)N2CCS(=O)C(C)(C)C2)c(C)c1C (stereo not given),-10.1,/,1.3
CC1(C(=O)NS(=O)(=O)Cc2ccccc2C(F)(F)F)CCN1C(=O)CC1CCCCC1 (stereo not given),5.8,/,-1.0
COc1ccc2c(c1)OCC(C(=O)Nc1ccc3[nH]c(=O)[nH]c3c1)C2 (stereo not given),-6.8,/,8.5
COC(=O)C(C)(Cc1ccccc1)NC(=O)C(=O)c1ccc(C2CCCCC2)cc1 (stereo not given),-16.8,-3.1,-7.0
CC(OC(=O)c1ccc(C(C)C)cc1)C(=O)Nc1ccc(S(N)(=O)=O)cc1 (stereo not given),0.4,/,-7.5
O=C(CN1C(=O)C2C3C=CC(C3)C2C1=O)Nc1nccs1 (stereo not given),20.1&2.3,-7.4&-3.9,-4.2&-11.8
CSc1nnnn1-c1ccccc1,-0.7,-2.5,1.1
CC(C)COCC(O)CN(CCN1CCOCC1)Cc1cccs1 (stereo not given),19.7,-4.1,-0.5
COc1ccccc1N1CCN(C2CCCN(C(=O)c3cccc(NC(C)=O)c3)C2)CC1 (stereo not given),4.4,/,-8.1
COCC1(C(=O)NCCn2ccnn2)CCC1,9.4,/,-1.3
Cc1ccc(C(=O)NNC(=O)c2c(C)nn(C(C)(C)C)c2C)s1,1.5,-7.4,-4.1
CC(C)(C#N)C(=O)N1CCC(c2ncc(-c3ccc(F)c(F)c3)[nH]2)CC1,-19.3,/,-5.7
CCCc1oc2cc(OC(C)C)c(CC)cc2c(=O)c1-c1ccc2c(c1)OCCCO2,-11.5,-1.3,2.5
COc1cc(CN2CCNC(=O)C2)c(OC)cc1Br,11.5,-2.6,-1.9
CC(=O)N1CCN(c2cccc(C(F)(F)F)c2)C(=O)C1C (stereo not given),1.4,-3.9,-3.5
COc1ccc(C)cc1NC(=O)c1cc(-c2ccccc2)nc2ccccc12,-4.4,-6.6,-6.8
Cc1cc2nc(NC(=O)C3(C)CCCN(C)C3)[nH]c2cc1C (stereo not given),0.0,/,-15.7
COc1ccc(-n2c(C)c([N+](=O)[O-])c3ccc(O)cc32)cc1,-4.4,-1.7,0.8
O=C(CC(Nc1ccc2ccccc2c1)c1ccncc1)c1ccccc1 (stereo not given),-4.3,/,-4.8
CC1CCCN1Cc1cccc(C(=O)Nc2ccc3ncccc3c2)c1 (stereo not given),-6.8,/,-1.4
S=c1nc(COc2ccc(Cl)cc2)[nH][nH]1,1.5,/,3.3
CCOc1cc(/C=N\Nc2nc(C)cc(COC)c2C#N)cc(Br)c1O,-10.1,5.0,-0.1
CCOC(=O)C(C)Sc1ccc2nnc(-c3ccccc3)n2n1 (stereo not given),5.1,-2.0,-0.6
CC(C)N(Cc1nccn1Cc1ccc(C(F)(F)F)cc1)C(=O)c1ccco1,16.5,-5.9,-3.8
CN(C)C1CCCN(C(=O)CCn2cc(Cl)cn2)CC1 (stereo not given),4.9,-8.7,-4.8
O=S(=O)(Cc1ccc(Cl)cc1)c1ccc(NCc2ccc3c(c2)OCO3)nn1,0.6,-8.5,-6.5
COc1cc(NS(=O)(=O)c2cc(F)cc(F)c2)cc(OC)c1,7.0,-7.1,-13.5
COc1ccc2sc(N(CCCN3CCOCC3)C(=O)c3ccc(Br)s3)nc2c1,-0.2,-6.5,-3.1
C=CCNS(=O)(=O)c1cccc2nonc12,8.4,/,1.1
COc1cc(C2CC(=O)Nc3c2cnn3C)c(OC)cc1SC (stereo not given),7.2,-9.8,-7.0

# Fetched one by one from above (2):
SMILES,NPYLR7 ag,mcGAS lum,hcGAS lum
Cc1ccnc(NC(=O)c2ccc3c(c2)CC(c2ccccc2)OC3=O)c1 (stereo not given),-4.4,/,-3.6
CC(C)c1ccc(NC(=O)Cn2nnc(C(=O)NCc3ccccc3)c2N)cc1,7.8,-5.7,-10.9

# Other records
SMILES,NPYLR7 ag,mcGAS lum,hcGAS lum
O=C(Cc1ccc(F)cc1)N1CCN(c2ccc3nccnc3n2)CC1,13.3,/,-1.1
COC(=O)c1ccc(Cn2c(C)c(C(=O)NCc3ccccc3C(F)(F)F)sc2=O)o1,6.1,/,-4.2
CCCCN(CC(=O)N1c2ccccc2-n2cccc2C1c1ccc(Cl)cc1)C(=O)NCc1ccccc1 (stereo not given),-3.7,4.1,2.5
OCc1csc(N2CCCC(CO)(CCc3ccccc3)C2)n1 (stereo not given),-0.9,/,-5.8
Cc1nc(-c2ccc(S(=O)(=O)N3CCN(c4ccccc4)CC3)s2)cs1,-2.6,-8.7,-5.5
N#Cc1cccc(CNC(=O)N2CCC(c3cccc4ccccc34)CC2)c1,1.2,-12.9,-6.3
CC(CNC(=O)c1cccc(C(N)=O)c1)Oc1cccc(Cl)c1 (stereo not given),1.5,/,-8.6
COc1cc(C(=O)N(C)Cc2ccc(OC(F)F)cc2)cc2c1OCCO2,3.7,/,-3.9
CCOC(=O)N1CCN(C(c2ccc(CC)cc2)C2Sc3nc(CC)nn3C2=O)CC1 (stereo not given),-4.3,-8.4,-6.7
Cn1c(-c2c(-c3ccccc3)ncn2CCF)nc2ccccc21,0.4,/,-1.9
COc1cc(C2C(=C(O)c3ccc(C)cc3)C(=O)C(=O)N2CCN2CCOCC2)cc(OC)c1OC (stereo not given),-1.9,-6.0,-3.7
CC(Nc1cccc2c1CCCC2)C(=O)N1CCOCC1 (stereo not given),3.1,/,-4.0
Cn1ccc2c(-c3ccccc3C(N)=O)ccnc21,7.8,/,-8.6
COC(=O)[C@@H]1C[C@@H](NC(=O)c2ccc(-c3ccc(OC)cc3)o2)CN1C,/,-7.5,-7.4
CCCCn1c(=O)n(C)c(=O)c2c1nnn2CC(=O)Nc1ccc(C)c(C)c1,-8.3,-12.9,-3.1
NC(=O)c1cc2c(nc1/C=C/c1ccccc1)CCC2,0.1,/,-2.3
CC1CCCN(c2nc3c(c(=O)[nH]c(=O)n3C)n2CCSc2ncccn2)C1 (stereo not given),-1.4,-4.0,0.0
Cc1nnc(CN2CCC(NC(=O)C3CCCCC3)CC2)n1C,6.8,/,-6.0
CCC(C(=O)NC1CCN(c2ccccc2C(=O)NCC2CCCCC2)CC1)c1ccccc1 (stereo not given),-0.9,-4.6,-4.2
CCOC(=O)C1CCCN(CC(=O)N2N=C(c3ccc(OC)cc3OC)CC2c2ccc(C)cc2C)C1 (stereo not given),0.8,-0.5,1.1
Cc1ccc(C2CC(=O)Nc3c2c(C)nn3-c2ccc(Cl)nn2)cc1 (stereo not given),-17.9,/,-2.2
CCn1c(SCc2ccc(C(=O)NCc3ccco3)cc2)nnc1-c1ccccc1Cl,-2.1,-4.4,-6.6
COc1cc(OC)c(OC)cc1/C=N\NC(=O)CSc1nc2ccccc2[nH]1,7.0,-4.9,-3.7
CC(C)CCNC(=O)C1CCN(c2nn3c(=O)c4c(nc3s2)CCCC4)CC1,/,-5.2,-8.0
